Screens: PubChem BioAssay, several laboratories
MEP2-GFP yeast – alters MEP2-GFP fluorescence in TOR pathway yeast screen; S. cerevisiae MEP2-GFP strain, flow cytometry GFP, 3 h; 100% = DMSO control level; GFP response vs DMSO, % at 10 µM; hit rate 0.51% among 330,000;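 active = GFP response versus DMSO above a set limit, roughly screen mean plus 3 SD, cut at about 180% in these data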;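 also: median GFP fluorescence of the barcode-gated MEP2-GFP cells per well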
ZTA DNA inh – blocks Epstein-Barr virus ZTA, an EBNA-1 counter-screen | hit rate 0.15% among 320,000 | inhibition, % at 11 µM | ZTA-DNA binding, fluorescence polarization; in the data active = inhibition above about 33%
RPL19A-GFP yeast – alters RPL19A-GFP fluorescence in TOR pathway yeast screen; S. cerevisiae RPL19A-GFP strain, flow cytometry, 3 h; stronger effect = lower value; hit rate 0.3% among 330,000; percent response vs DMSO, % at 10 µM;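 active = percent response vs DMSO below 50%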;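 also: median channel GFP fluorescence of the barcoded RPL19A-GFP strain; ratio of sample median GFP to plate DMSO average so 100% = DMSO; lower means less RPL19A-GFP as with rapamycin TOR inhibition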
AHR activator – activates the human aryl hydrocarbon receptor. AHR-responsive luciferase reporter cells, luminescence. activation, % at 5 µM. hit rate 2.5% among 320,000. AID 2796; in the data active = activation above about 47%;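 also: 0% = vehicle wells and 100% = reference agonist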
Target sequence (P35869 whole entry, looked up): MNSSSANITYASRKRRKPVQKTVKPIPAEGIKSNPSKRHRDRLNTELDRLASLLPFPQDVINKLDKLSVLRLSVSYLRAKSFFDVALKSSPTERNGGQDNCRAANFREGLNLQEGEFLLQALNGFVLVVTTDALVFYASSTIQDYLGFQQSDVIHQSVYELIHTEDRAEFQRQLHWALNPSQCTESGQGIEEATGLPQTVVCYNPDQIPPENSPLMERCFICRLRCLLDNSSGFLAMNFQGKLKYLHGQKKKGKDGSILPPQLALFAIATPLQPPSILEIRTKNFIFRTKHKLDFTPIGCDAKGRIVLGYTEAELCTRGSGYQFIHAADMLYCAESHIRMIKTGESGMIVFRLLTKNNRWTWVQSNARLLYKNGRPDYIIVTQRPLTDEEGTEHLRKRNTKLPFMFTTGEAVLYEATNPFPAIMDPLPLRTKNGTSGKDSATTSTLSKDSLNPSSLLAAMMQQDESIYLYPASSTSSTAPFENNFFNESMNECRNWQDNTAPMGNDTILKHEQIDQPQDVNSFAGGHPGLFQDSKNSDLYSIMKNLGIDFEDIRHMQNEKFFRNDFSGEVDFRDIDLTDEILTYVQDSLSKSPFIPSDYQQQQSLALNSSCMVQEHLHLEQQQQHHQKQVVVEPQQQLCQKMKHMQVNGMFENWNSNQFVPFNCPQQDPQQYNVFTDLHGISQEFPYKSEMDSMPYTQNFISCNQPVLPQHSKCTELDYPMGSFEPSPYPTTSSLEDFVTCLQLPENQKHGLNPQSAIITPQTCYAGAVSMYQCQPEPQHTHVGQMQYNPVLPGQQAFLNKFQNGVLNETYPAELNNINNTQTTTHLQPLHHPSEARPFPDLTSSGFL
proCasp3 act – procaspase-3 (human) activation. P42574. recombinant procaspase-3 D3A, Ac-DEVD-pNA absorbance 405 nm. activation, % at 8.5 µM. hit rate 0.11% among 330,000. AID 463141;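 active = activation above the mean of all tested compounds plus 3 SD, cut at about 21% in these data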;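 also: 0% = DMSO alone and 100% = DMSO wells spiked with extra 5 µM PC-3 D3A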
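Assay system: Procaspase-3 D3A mutant, all three cleavage aspartates alanine. Buffer or medium: Zinc-free HEPES saline buffer with Triton X-100. Times: 1 h compound preincubation, 2 h substrate hydrolysis at 25 °C. Measured by: 405 nm absorbance of p-nitroaniline, reads at 0 and 120 min. Read-out basis: percent activation relative to control range. Replicates: singlicate.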
procasp7 counter – activates human procaspase-7, counter-screen for procaspase-3 activators. P55210. recombinant procaspase-7, Ac-DEVD-pNA absorbance 405 nm; D23A/D198A/D206A triple mutant, cannot self-cleave; scale: DMSO 0, 5 µM enzyme 100. activation, % at 8.5 µM. hit rate 0.093% among 330,000;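 active = percent activation above the screen-wide mean plus 3 SD, cut at about 25% in these data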
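Assay system: Uncleavable procaspase-7 mutant enzyme / Input: 2 µM procaspase-7 mutant as dispensed / Dosing: single nominal 8.5 µM compound dose, 0.8% DMSO final / Timing: 1 h enzyme–compound preincubation and 2 h substrate reaction, both 25 °C / Detection: p-Nitroaniline absorbance at 405 nm, read at 0 and 120 min / Replication: singlicate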
LAP4 TOR yeast – alters LAP4-GFP fluorescence in TOR pathway yeast screen; S. cerevisiae LAP4-GFP multiplex, flow cytometry GFP, 3 h; median GFP as percent of DMSO wells; AID 2023; GFP response vs DMSO, % at 10 µM; hit rate 0.34% among 320,000;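 active = GFP response vs DMSO above a set limit, about the screen mean plus 3 SD, cut at about 150% in these data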
EBNA-1 inh – blocks EBNA-1 binding to DNA. EBNA-1 DNA binding, fluorescence polarization. inhibition, % at 14.8 µM. hit rate 0.34% among 300,000; in the data active = inhibition above about 28%
An asterisk follows results filed as active; i = inactive; · = not tested or not shown; + = active, no number; [ ] = dose if it differs, or a comment.

SMILES | MEP2-GFP yeast | ZTA DNA inh | RPL19A-GFP yeast | AHR activator | proCasp3 act | procasp7 counter | LAP4 TOR yeast | EBNA-1 inh
CN(CCC#N)C(=S)Nc1ccc(Oc2ccccc2)cc1 | 105 | -6 | 100 | 2 | -3 | 8 | 104 | 4
CCC(/C=N/NC(=O)C(=O)N/N=C/C(CC)CC)CC | 98 | -1 | 102 | 11 | 2 | 4 | 92 | 8
O=C(c1ccccc1NS(=O)(=O)c1cccc2cccnc12)N1CCOCC1 | 105 | 3 | 100 | -1 | -3 | -4 | 109 | -7
Cc1ccc(SCCC(=O)Nc2ccccc2Br)cc1 | 109 | 2 | 106 | -1 | -2 | -1 | 111 | 5
CCCCn1c(-c2ccc(F)c(F)c2)nc2cc3[nH]c(=O)c(C(C)C)nc3cc21 | 99 | -14 | 107 | 16 | 5 | -4 | 102 | 0
O=C1OCC2=C1C(c1ccc(F)cc1)CC(=O)N2c1ccc(F)cc1 (stereo unspecified) | 98 | 9 | 101 | 1 | 4 | -2 | 94 | 9
Cc1ccc(C(=O)NNS(=O)(=O)c2ccc(F)cc2)cc1 | 109 | 6 | 104 | 0 | 6 | 1 | 94 | -19
FC(F)(F)c1cnc(C(c2ccccn2)c2ncn[nH]2)c(Cl)c1 (stereo unspecified) | 100 | -17 | 99 | 1 | 1 | 8 | 100 | -11
Cc1cc(NC(=O)COc2ccc(C)c(C)c2)no1 | 120 | -8 | 101 | 2 | 7 | 10 | 107 | 1
CCOc1ccc(C(CC(=O)O)NC(=O)C2c3ccccc3Oc3ccccc32)cc1 (stereo unspecified) | 100 | -11 | 104 | -1 | -5 | -4 | 97 | -12
Cc1ccc2[nH]c(=O)c(CN(CCc3ccccc3)Cc3nnnn3CC3CCCO3)cc2c1 (stereo unspecified) | 104 | 9 | 103 | 5 | 7 | 8 | 105 | -6
CN=c1scc(C)n1/N=C/c1ccc(O)cc1 | 98 | -11 | 101 | -3 | -13 | -7 | 99 | 1
CN(CCC#N)Cc1cc(=O)oc2ccc3ccccc3c12 | 93 | -2 | 96 | 4 | 4 | 14 | 104 | 10
CC(NS(C)(=O)=O)C(c1cccs1)N1CCN(c2ccccc2)CC1 (stereo unspecified) | 93 | 20 | 91 | -1 | 3 | 6 | 88 | 8
CN1CCN(c2nc3c(c(=O)n(C)c(=O)n3C)n2Cc2ccc(F)cc2)CC1 | 92 | -1 | 91 | 7 | 4 | 3 | 78 | 19
COc1ccccc1NC(=O)c1ccccc1NS(=O)(=O)c1cccs1 | 103 | 13 | 108 | 2 | -2 | 7 | 101 | -7
CC(=O)CSc1ncnc2c1oc1ccccc12 | 105 | -7 | 95 | 0 | 3 | -1 | 98 | -3
CC(C)n1c(C(F)(F)F)nc2cc(C(=O)N3CCOCC3)ccc21 | 105 | 8 | 102 | -1 | 1 | -5 | 101 | 3
CCc1cccc(NC(=O)COC(=O)c2cc([N+](=O)[O-])ccc2N2CCOCC2)c1 | 97 | -3 | 103 | 9 | 3 | 5 | 105 | 5
CC(=O)N1CCC(N(CCN2CCOCC2)C(=S)Nc2ccccc2C)CC1 | 95 | 1 | 112 | 1 | 10 | -1 | 78 | -2
COc1ccc(-c2cn3cccnc3n2)cc1NC(=O)CC(C)C | 107 | 11 | 98 | 23 | -1 | -4 | 106 | 18
C=CCc1c(C)nc(SC)nc1Nc1ccccc1 | 102 | 9 | 102 | 104* | 0 | -7 | 99 | -10
CC(C)NC(=O)N(C)C[C@H]1Oc2ccc(NS(=O)(=O)c3ccc(Cl)cc3)cc2CC(=O)N([C@@H](C)CO)C[C@@H]1C | 96 | · | 96 | 0 | 5 | -6 | 110 | ·
O=C(c1ccc(OC2CCN(C/C=C/c3ccccc3)CC2)cc1)N1CCCC1 | 95 | 1 | 86 | -1 | -2 | 10 | 88 | 5
COc1ccc(S(=O)(=O)N2CCN(CC(=O)NCC3(N4CCOCC4)CCCCC3)CC2)cc1 | 101 | 10 | 95 | 0 | 8 | -6 | 93 | ·
SMILES | MEP2-GFP yeast | ZTA DNA inh | RPL19A-GFP yeast | AHR activator | proCasp3 act | procasp7 counter | LAP4 TOR yeast | EBNA-1 inh
CC(=O)N1CCN(c2ccc(NC(=O)c3ccc(Cl)c(Cl)c3)cc2)CC1 | 108 | 2 | 103 | -9 | 1 | -5 | 106 | 5
COC(=O)COc1cccc(NC(=O)COc2ccccc2)c1 | 98 | -6 | 97 | 1 | -1 | -1 | 99 | -4
Cc1ccc(-n2c(N)c(C(=O)NCc3ccco3)sc2=S)cc1 | 94 | -17 | 92 | 3 | -4 | -2 | 90 | -6
COc1ccc(C2NCCc3c2[nH]c2ccccc32)cc1COc1ccc(F)cc1 (stereo unspecified) | 104 | 7 | 100 | 7 | -2 | -6 | 94 | 9
COc1ccccc1N(CC(=O)NC1CCCCC1)C(=O)CCC(=O)Nc1nccs1 | 104 | -16 | 105 | 4 | 3 | 3 | 102 | -3
Cc1ccc(NC(=O)CN(C)C(=O)COc2ncnc3ccc(Br)cc23)cc1 | 97 | -8 | 95 | 2 | 21 | -3 | 96 | ·
COc1ccccc1OCC(=O)Nc1cc(Cl)ccc1N1CCCCC1 | 98 | 3 | 98 | 1 | 6 | 8 | 97 | ·
CN(C)S(=O)(=O)c1cc(C(=O)Nc2ccn(C)n2)c(Cl)cc1Cl | +[may fluoresce green] | -15 | i[may fluoresce green] | -1 | 9 | -1 | +[may fluoresce green] | ·
COc1ccc(OC)c2[nH]c(C(=O)N/N=C/c3ccccc3O)cc12 | 97 | -7 | 102 | 14 | -79 | -107 | 93 | -14
Cc1cccc(CCNC(=O)CNS(=O)(=O)c2ccc3nc(C)sc3c2)c1 | 96 | -10 | 96 | 1 | 7 | 0 | 84 | -2
Cc1cccc(NC(=O)c2ccc(NCCc3ccccc3)c([N+](=O)[O-])c2)c1 | 110 | -2 | 103 | 4 | -10 | 15 | 97 | 6
CCOC(=O)c1ccc(N2CC(O)=C(c3nc4ccccc4c(=O)[nH]3)C2=N)cc1 | 96 | -9 | 98 | 0 | 5 | 16 | 92 | -1
CCCn1c(O)c(CN2CCCC(C)C2)c(C)c(C#N)c1=O (stereo unspecified) | 97 | -6 | 97 | 1 | -4 | -5 | 97 | 13
Cc1ccc(S(=O)(=O)N2CC(O)C[C@H]2C(=O)OCC(=O)c2ccccc2)cc1 (stereo partly specified) | 93 | 9 | 100 | 1 | 6 | 9 | 99 | -2
CC(Nc1ncnc2nc[nH]c12)c1ccccc1 (stereo unspecified) | 102 | -13 | 100 | 1 | 7 | -13 | 101 | 3
COc1ccc(C)cc1NC(=O)COC(=O)CCC(=O)c1cccs1 | 102 | 6 | 101 | 1 | 8 | -1 | 106 | ·
COc1ccc(C(=O)NCCCn2ccnc2)cc1 | 99 | 8 | 99 | 28 | 2 | 7 | 95 | -7
Cc1ccnc(SCCn2c(N3CCOCC3)nc3c2c(=O)[nH]c(=O)n3C)n1 | 108 | 0 | 100 | 22 | 6 | -9 | 101 | 0
Cc1ccc(NC(=O)N2CCC(=O)N2)cc1 | 112 | -6 | 99 | -2 | -26 | -15 | 97 | -2
N#C/C(C(=O)N1CCOCC1)=C1\Nc2ccccc2S1 | 94 | -1 | 102 | -4 | -4 | 8 | 87 | 4
CCCN(CCO)Cc1ccc(Br)cc1 | 98 | -2 | 94 | -2 | 12 | -1 | 87 | 6
CCCC(=O)c1c(NC(C)C)cc(C)oc1=O | 101 | -5 | 102 | 0 | 3 | 1 | 105 | -2
Cc1cc(C)c2sc(N(CCCN(C)C)C(=O)c3ccc(Br)s3)nc2c1 | 104 | 5 | 102 | 6 | 11 | -3 | 102 | -1
COc1cc(NC(=O)Cn2nnc(-c3ccncc3)n2)cc(OC)c1 | 108 | -5 | 111 | -2 | -1 | 2 | 121 | 1
Cc1nc(SCC(=O)O)n[nH]1 | 96 | 1 | 100 | 2 | 1 | 3 | 99 | -4
SMILES | MEP2-GFP yeast | ZTA DNA inh | RPL19A-GFP yeast | AHR activator | proCasp3 act | procasp7 counter | LAP4 TOR yeast | EBNA-1 inh
COc1ccc(OC)c(S(=O)(=O)NCCC2=CCCCC2)c1 | 97 | -9 | 90 | -1 | -2 | 0 | 108 | -3
COc1ccc(CC(=O)OCC(=O)Nc2ccc(C(=O)Nc3ccc(OC)cc3)cc2)cc1 | 108 | 2 | 96 | 3 | 6 | 3 | 117 | 9
O=C(CS(=O)(=O)c1ccccc1)N1CCN(c2ccccc2)CC1 | 100 | 5 | 97 | 1 | 5 | 8 | 111 | -1
O=C(Nc1cccc2ccccc12)c1ccc(Cn2cc(Cl)cn2)cc1 | 89 | 7 | 91 | 22 | 0 | -3 | 108 | -4
CCOC(=O)/C(=N/Nc1ccc(Cl)cc1)S(=O)(=O)c1ccc(Cl)cc1 | 107 | -14 | 102 | 0 | 5 | 5 | 102 | -6
O=C(Nc1ccccc1)/C(=C/c1cccnc1)NC(=O)c1ccco1 | 106 | 8 | 101 | 0 | -1 | 13 | 98 | 5
O=C(COC(=O)c1ccccc1O)Nc1cccc(S(=O)(=O)N2CCCC2)c1 | 96 | 2 | 100 | -1 | 4 | 0 | 93 | ·

Entries above with fluorine (7):
SMILES | MEP2-GFP yeast | ZTA DNA inh | RPL19A-GFP yeast | AHR activator | proCasp3 act | procasp7 counter | LAP4 TOR yeast | EBNA-1 inh
CCCCn1c(-c2ccc(F)c(F)c2)nc2cc3[nH]c(=O)c(C(C)C)nc3cc21 | 99 | -14 | 107 | 16 | 5 | -4 | 102 | 0
O=C1OCC2=C1C(c1ccc(F)cc1)CC(=O)N2c1ccc(F)cc1 (stereo unspecified) | 98 | 9 | 101 | 1 | 4 | -2 | 94 | 9
Cc1ccc(C(=O)NNS(=O)(=O)c2ccc(F)cc2)cc1 | 109 | 6 | 104 | 0 | 6 | 1 | 94 | -19
FC(F)(F)c1cnc(C(c2ccccn2)c2ncn[nH]2)c(Cl)c1 (stereo unspecified) | 100 | -17 | 99 | 1 | 1 | 8 | 100 | -11
CN1CCN(c2nc3c(c(=O)n(C)c(=O)n3C)n2Cc2ccc(F)cc2)CC1 | 92 | -1 | 91 | 7 | 4 | 3 | 78 | 19
CC(C)n1c(C(F)(F)F)nc2cc(C(=O)N3CCOCC3)ccc21 | 105 | 8 | 102 | -1 | 1 | -5 | 101 | 3
COc1ccc(C2NCCc3c2[nH]c2ccccc32)cc1COc1ccc(F)cc1 (stereo unspecified) | 104 | 7 | 100 | 7 | -2 | -6 | 94 | 9
